Bioassay records deposited in PubChem by National Center for Advancing Translational Sciences (NCATS).
ALOX15 inhib: qHTS Assay for Inhibitors of 15-hLO (15-human lipoxygenase). AID 887, 2007. Potency, µM (top dose mostly 57.1 µM), for the others: at the highest dose activity change, negative = inhibition, usual class: inhibitors. 1.4% of 74,000 active. purified 15hLO-1, xylenol orange hydroperoxide absorbance. Polyunsaturated fatty acid lipoxygenase ALOX15 (Homo sapiens), P16050; note: potency is the fitted concentration of half-maximal effect; % is set by controls: 0 for no effect and ±100 for the full control effect; nearly all actives have a fitted effect of over 55% in size
Target sequence (P16050 whole entry, looked up): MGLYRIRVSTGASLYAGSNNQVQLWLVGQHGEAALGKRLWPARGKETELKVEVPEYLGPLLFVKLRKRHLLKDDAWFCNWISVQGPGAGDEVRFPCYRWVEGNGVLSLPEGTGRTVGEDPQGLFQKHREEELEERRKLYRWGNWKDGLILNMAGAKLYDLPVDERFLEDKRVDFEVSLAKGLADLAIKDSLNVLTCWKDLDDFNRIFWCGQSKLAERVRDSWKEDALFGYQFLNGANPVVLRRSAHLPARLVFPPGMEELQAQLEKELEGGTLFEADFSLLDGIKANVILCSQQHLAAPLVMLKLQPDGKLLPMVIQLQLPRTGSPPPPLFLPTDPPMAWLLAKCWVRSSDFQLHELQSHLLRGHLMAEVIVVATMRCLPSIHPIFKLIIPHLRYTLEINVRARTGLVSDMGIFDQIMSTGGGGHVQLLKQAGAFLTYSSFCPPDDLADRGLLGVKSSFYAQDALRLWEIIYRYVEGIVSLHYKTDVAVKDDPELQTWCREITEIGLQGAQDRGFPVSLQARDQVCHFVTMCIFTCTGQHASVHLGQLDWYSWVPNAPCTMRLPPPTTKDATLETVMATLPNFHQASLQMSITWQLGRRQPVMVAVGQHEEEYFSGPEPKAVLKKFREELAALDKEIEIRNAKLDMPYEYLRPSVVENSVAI
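Purified human 15hLO-1 (40 nM final) in 25 mM Hepes pH 7.5, 0.01% Triton X-100 was preincubated with compound 15 min at room temperature, then reacted 6 min with 50 uM arachidonic acid; hydroperoxide detected by Fe-XO, 573/405 nm absorbance ratio.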
A350 autofl: qHTS Assay for Spectroscopic Profiling in A350 Spectral Region; max dye-equivalent concentration, M; 11% of 59,000 active; Compound autofluorescence, 340/450 nm, Alexa 350 dye-equivalents; hits give high values; in the data active = max dye-equivalent concentration above about 10 nM; inconclusive = mostly about 1.1 nM to 9.6 nM
Epigenetic mod: qHTS Assay for Epigenetic Modulators; mouse C127i GFP locus derepression, cytometry, 30 h; Potency, µM (titrated, usually from 46.1 µM), without a hit: at the top dose GFP derepression (activation); 0.09% of 68,000 active; note: % of control where 0% means no effect
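Murine C127i mammary cells carrying a silenced, stably integrated CMV-driven GFP reporter were treated with compound for 30 hours at 37 C. After PBS washes, GFP-positive cells were counted by laser-scanning microplate cytometry.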
BRCT PPI green: qHTS Assay for Inhibitors of BRCT-Phosphoprotein Interaction (Green Fluorophore). Breast cancer type 1 susceptibility protein (Homo sapiens), P38398. BRCA1 BRCT-phosphopeptide binding, green fluorescence polarization. Potency, µM (top dose mostly 76.9 µM), without a hit: top-dose activity change, negative = inhibition, hits mostly inhibitors. 0.05% of 75,000 active;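 note: potency is the fitted concentration of half-maximal effect; plate controls were peptide without protein for full effect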
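Fluorescence polarization: His-tagged BRCT (~35 kDa BRCA1 C-terminus, 250 nM) bound to 100 nM fluorescein-labeled phosphorylated 10-aa BACH1 peptide, pH 7.3 phosphate buffer with DTT and Tween 20. Compounds incubated 12 min at room temperature; inhibition read as lowered polarization.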
4MU fluor: qHTS Assay for Spectroscopic Profiling in 4-MU Spectral Region; compound autofluorescence, 340/450 nm, 4-MU equivalents; hits give high values; 11% of 59,000 active; max dye-equivalent concentration, M; AID 589, 2007; in the data active = max dye-equivalent concentration above about 10 nM; inconclusive = mostly about 1.1 nM to 9.6 nM
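Compounds in 100 mM Tris, pH 8.0, incubated 15 min at room temperature, then fluorescence read at 340 nm excitation/450 nm emission. Signal converted to 4-MU dye-equivalent concentration using an on-plate six-point 4-MU standard curve.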
Ub-GFP proteasome: Ubiquitin-GFP Assay. Ubiquitin-GFP reporter cells, proteasome inhibition, GFP fluorescence; response scale: untreated = 0%, 10 µM MG-132 = 100%. Potency, µM (series often up to 45.9 µM), for the others: at the highest dose activation (GFP accumulation), actives largely listed as activators. 67,000 tested, under 10 active. AID 526, 2006; active = well fitted activation curve with a large enough effect, not every such curve was filed as active; inconclusive = small, poorly fitted or top-dose-only effect, or another doubt; inactive = no such curve, though single readings can be large or run the other way; note: potency is the fitted concentration of half-maximal effect
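Proteasome block read as GFP accumulation: ubiquitin(G76V)-GFP U2OS cells exposed to compound (2.9 nM–46 uM) for 4 hr at 37 C. Normalization used untreated cells as 0% and 10 uM MG-132 as 100%; concentration-response curves fitted.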
BRCT inh red: qHTS Assay for Inhibitors of BRCT-Phosphoprotein Interaction (Red Fluorophore); BRCT-phosphopeptide binding, red fluorescence polarization; 0.03% of 75,000 active; AID 892, 2007; Breast cancer type 1 susceptibility protein (Homo sapiens), P38398; Potency, µM (top dose mostly 76.9 µM), without a hit: at the highest dose activity change, negative = inhibition, hits mostly inhibitors; note: % is set by controls: 0 for no effect and ±100 for the full control effect
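Rhodamine-labelled pBACH1 10-mer (100 nM) bound to BRCT domain (100 nM) at pH 7.3; compounds incubated 12 min room temperature, polarization read. Free peptide defines full inhibition; unlabelled decapeptide titrated as control.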
HBB splice mod: qHTS Assay for Modulators of Hemoglobin Beta Chain Splicing | 0.06% of 65,000 active | Potency, µM (titrated, usually from 46.1 µM), for inactives: at the top dose activation, most hits filed as activators | HBB splicing reporter cell assay, activation; EGFP reporter with mutant IVS2-654 intron; response scale: normalised to 500 nM splice-correcting PNA | AID 925, 2007; note: potency is the fitted concentration of half-maximal effect; 0% is about no effect
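HeLa cells stably expressing EGFP interrupted by mutant beta-globin intron 2 (IVS2-654), 500/well in 2% FCS. Treated with compound for 2 days at 37C. Splicing correction scored as total well GFP intensity (488 nm excitation, 500-520 nm emission); 500 nM antisense PNA served as control.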
Hsp90 Hop PPI: qHTS Assay for Disrupters of an Hsp90 Co-Chaperone Interaction; AID 595, 2007; Hsp90 C-terminal peptide / TPR2A (Hop) interaction, human; Potency, µM (doses to about 57 µM), without a hit: at the top dose activity change, negative = inhibition; AlphaScreen TPR2A-His6 binding biotin-Hsp90 C-terminal peptide; 0.44% of 71,000 active; active = well fitted curve in either direction with a large enough effect; inconclusive = small, poorly fitted or top-dose-only effect, or another doubt; note: potency is the fitted concentration of half-maximal effect; % is set by controls: 0 for no effect and ±100 for the full control effect; many of its hits are not listed in these tables
CRE Fsk mod: Cell signaling CRE-BLA (Fsk stim); AID 662, 2007; Potency, µM (doses to about 38.2 µM), for inactives: at the top dose activity change, negative = inhibition, usual class: activators; 2.5% of 71,000 active; CHO CRE-bla reporter (cAMP response element driving beta-lactamase), forskolin EC10, beta-lactamase ratio; active = well fitted activation curve with a large enough effect in the signal ratio, with a control signal flat, not every such curve was filed as active; inconclusive = small, poorly fitted or top-dose-only effect, or effect the other way, or a change in a side signal; the % refers to the signal ratio; note: potency is the fitted concentration of half-maximal effect; % of control where 0% means no effect
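qHTS titration format; CRE-bla CHO reporter; stimulus EC10 NKH 477, a water-soluble forskolin. Read: CCF4 460/530 nm ratio. Potency expressed as AC50 for activators or inhibitors.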
Pol III holo inh: qHTS Assay for Inhibitors of DNA Polymerase III Holoenzyme System | reconstituted DNA polymerase III holoenzyme replication, biochemical | Potency, µM (titrated, usually from 57.1 µM), without a hit: at the top dose activity change, negative = inhibition | 0.25% of 71,000 active; note: potency is the fitted concentration of half-maximal effect; % is set by controls: 0 for no effect and ±100 for the full control effect
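Reconstituted *E. coli* holoenzyme (0.35 nM Pol III, 1 nM beta, 154 nM SSB, 2 nM primase) was preincubated with compound for 15 min at RT. Synthesis on 1.4 nM ssM13Gori ran 35 min, then was stopped with PicoGreen/EDTA and read as dsDNA fluorescence.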
* = called active by the depositor; i = inactive; ? = inconclusive; nt = no result given; & = joins results of further samples; ! = not active in a repeat; [ ] = dose if it differs, or a comment. Unless noted, calls come from the whole dose curve; as a rule, active = well fitted curve in the direction sought with a large enough effect; inconclusive = small, poorly fitted or top-dose-only effect, or another doubt; inactive = no such curve, though single readings can be large; an effect the other way counts as inactive or inconclusive.

Every second line gives: Hsp90 Hop PPI	Epigenetic mod	Pol III holo inh	Ub-GFP proteasome	A350 autofl	CRE Fsk mod	4MU fluor	BRCT PPI green	ALOX15 inhib	HBB splice mod	BRCT inh red
- CCCCC(=O)Nc1ccc(C(=O)N2CCN(C)CC2)cc1
    -2%	2%	-1%	-4%	i	1%	i	0.7%	10%	-1.1%	2.0%
- CCNS(=O)(=O)c1ccc(OC)c(C)c1
    0%	-3%	-3%	-1%	i	-1%	i	0.8%	10%	-1.4%	-0.3%
- c1ccc(OCCN2C3=NCCN3c3ccccc32)cc1
    -3%	0%	-2%	0%	i	-1%	i	-0.5%	0%	-3.2%[1.84 µM]	-1.0%
- N#Cc1c(-c2ccccc2)nc(N2CCCCCC2)[nH]c1=O
    -4%	5%	2%	-5%	?	2%	?	0.4%	0%	-0.7%	-1.4%
- Cc1ccc(-c2noc(CNCCCN(C)C)n2)cc1
    -5%	-3%	-9%	0%	?	-11%	?	-1.3%	-6%	-0.1%	-0.3%
- COCC(=O)NCCNc1nc2ccc(C)cc2cc1C
    1%	7%	-7%	3%	4.3e-08M*	7%	4.4e-08M*	-1.5%	8%	-0.6%[57.5 µM]	-1.0%
- N#CC(C(=O)NCCc1ccccc1)c1nc2ccccc2nc1N1CCCCC1 (configuration not stated)
    ?	-1%	-4%	-4%	1e-08M*	?	?	0.9%	-8%	-0.3%	-0.3%
- O=C(CN1C(=O)NC2(CCOc3ccccc32)C1=O)Nc1ccc2c(c1)OCCO2 (configuration not stated)
    -4%	0%	-5%	0%	i	9%	i	0.5%	-1%	-0.6%	-0.6%
- COC(=O)[C@@]1(Cc2ccc(F)cc2)[C@H]2c3cc(C(=O)N(C)C)n(Cc4ccc(OC)c(OC)c4)c3C[C@H]2CN1C(=O)c1ccccc1
    -19%	nt	-2%	nt	nt	?	nt	0.0%	nt	-0.1%	-0.3%
- COc1cc(C2Nc3ccccc3C(=O)N2c2ccccc2OC)ccc1O (configuration not stated)
    -7%	-2%	1%	3%	3.5e-07M*	0%	4e-07M*	-1.5%	-2%	nt	-1.1%
- CCOc1ccccc1OCC(=O)Nc1ccc(S(=O)(=O)N(C)C)cc1
    2%	0%	3%	0%	i	3%	i	0.6%	-9%	-0.6%	0.4%
- Cc1noc(C)c1C(=O)N1CCC2(CCN(Cc3cc(C(F)(F)F)cc(C(F)(F)F)c3)CC2)CC1
    3%	14%[9.22 µM]	-8%	-10%	i	-11%	i	-3.1%	-5%	3.7%	-2.3%
- Cc1ccccc1-c1nnc(-c2ccc(Br)cc2)o1
    7%	4%	-5%	-4%	i	1%	i	-2.0%	-3%	nt	-0.9%
- CCc1ccc(NC(=O)CSc2nnc(CNC(=O)c3c(F)cccc3Cl)o2)cc1
    3%	2%	0%	10%	i	-3%	i	-2.3%	-4%	-1.3%	-0.4%
- Cc1nc2sc(C(c3cccs3)N3CCC(C(N)=O)CC3)c(O)n2n1 (configuration not stated)
    -7%	nt	-1%	1%	nt	?	nt	-1.5%	3%	1.0%	-1.4%
- O=C(c1ccncc1)N1CCC2(CCN(Cc3ccccc3)CC2)CC1
    -2%	5%[9.22 µM]	-8%	-6%	i	3%	i	-4.1%	5%	2.4%	-0.9%
- Cc1c(N=C2NC(=O)C(CC(=O)Nc3ccccc3)S2)c(=O)n(-c2ccccc2)n1C (configuration not stated)
    -11%	0%	-5%	-3%	i	-8%	i	-1.4%	-6%	-0.8%	-1.8%
- O=C(O)CCc1ccc(-c2ccccc2)[nH]1
    2%[11 µM]	5%[9.22 µM]	-5%[11.4 µM]	-4%[9.17 µM]	5e-08M*	2%[7.6 µM]	5.3e-08M*	1.1%[15.4 µM]	-19%[11.4 µM]	1.7%[9.22 µM]	1.9%[15.4 µM]
- O=C(NCCOc1ccccc1)c1cc2ccccc2o1
    2%	-1%	-4%	5%	i	-6%	i	0.4%	-4%	-1.2%	0.0%
- CCCC(=O)Nc1ccccc1-c1nnc(SC)[nH]c1=O
    -1%	nt	1%	8%	nt	-1%	nt	-2.5%	8%	-0.9%	0.7%
- CCOC(=O)N1CCN(c2c(N3CCN(c4cccc(C(F)(F)F)c4)CC3)c(=O)c2=O)CC1
    1%	-2%	-1%	-16%	i	-13%	i	-4.5%	-2%	1.3%	-1.4%
- O/N=C(\c1ccc(Cl)cc1)c1cc2ccccc2o1
    2%	6%	-13%	-3%	nt	2%	nt	2.9%	?	-2.4%	0.4%
- Cc1cc(C)n2nc(Nc3ccccc3)cc2n1
    3%	8%	-4%	5%	1e-08M*	9%	1e-08M*	0.3%	-7%	0.3%[57.5 µM]	-1.0%
- c1cncc(CNc2ncncc2-c2ccoc2)c1
    -5%	-3%[9.22 µM]	-2%	-5%	?	-7%	?	-1.4%	?	-1.5%	-3.5%
- CN(C)CCCCCNCCCNC(=O)/C=N\O
    -13%[11 µM]	-2%	-1%[11.4 µM]	11%[9.17 µM]	nt	?	nt	-1.5%	0%[11.4 µM]	-2.1%[0.0738 µM]	0.1%
- CC(C)CC(c1nnnn1CC1CCCO1)N1CCN(Cc2ccc3c(c2)OCO3)CC1 (configuration not stated)
    -1%	-1%	7%	-2%	i	0%	i	-0.9%	3%	0.2%[57.5 µM]	0.3%
- CCc1ccccc1NC(=O)c1ccoc1C
    -3%	-2%	2%	-4%	?	1%	?	-1.7%	0%	0.5%	0.6%
- CC(OC(=O)c1ccccc1NCc1ccco1)C(=O)Nc1ncc(Cl)cc1Cl (configuration not stated)
    3%	2%	-3%	0%	4.1e-07M*	16%	4.3e-07M*	-0.2%	-9%	0.1%[57.5 µM]	1.2%
- O=C(N1CCOCC1)N1CCC(n2nnc3ccccc32)CC1
    -2%	-4%	0%	-2%	i	1%	i	-2.2%	10%	nt	0.6%
- COc1ccc(-c2cc3nc(-c4ccccc4)cc(N4CCC5(CC4)OCCO5)n3n2)cc1
    16µM*	0%	-1%	5%	9.6e-07M*	?	1e-06M*	-1.5%	-4%	-3.3%	-2.2%
- CCc1c(C)nc2ncnn2c1N1CCCC(C(=O)NCc2ccco2)C1 (configuration not stated)
    -3%	-3%	0%	-1%	i	?	i	0.6%	9%	-0.1%[57.5 µM]	-1.1%
- Cc1ccccc1NC(=O)c1ocnc1C
    -4%[2.3 µM]	nt	-5%	-17%	nt	-3%	nt	-2.5%	6%	0.9%	-0.3%
- N#CC(=C(/N)Sc1ccccc1N)/C(C#N)=C(/N)Sc1ccccc1N
    -22%&-25%	2%&-1%	1%&-5%	-2%&-2%	i	-7%&-21%	i	0.7%&-1.6%	13µM*!	1.1%	-0.1%&-2.2%
- Oc1ccc(CN2CCCc3ccccc32)c2cccnc12
    3.2µM*	4%	-1%	-3%	i	-6%	i	-2.6%	-8%	-0.3%	-0.3%
- CCC(=O)Nc1ccc(NC(=O)CN2CCCC(C)C2)c(Cl)c1 (configuration not stated)
    1%	-1%	-3%	1%	i	-7%	i	-2.2%	-8%	1.1%	0.6%
- O=C(Cn1cnc2c(nnn2-c2ccc(F)cc2)c1=O)N1CCCC1
    -7%	4%	-6%	-9%	i	-29%	i	-1.1%	14%	-2.5%	-1.0%
- CC(=N)C1=C(O)CC(C)(C)CC1=O
    0%	-2%	-4%	-4%	nt	-2%	nt	7.5%	4%	-2.1%	0.8%
- O=C(C1Cc2ccccc2CN1S(=O)(=O)c1ccc(F)cc1)N1CCCCC1 (configuration not stated)
    -1%	4%	1%	1%	i	-7%	i	-0.6%	9%	0.0%[57.5 µM]	0.3%
- CN1CCN(c2ccccc2NC(=O)c2cccc(OCc3ccccc3)c2)CC1
    -6%	-1%	-5%	14%	i	?	i	0.2%	2%	0.0%	-0.2%
- CCN(CC)c1nc2nonc2nc1N(CC)CC
    -2%	-2%	-6%	3%	i	11%	i	-6.8%	-2%	-3.5%	0.6%
- Clc1ccc(Cl)c2sc(N3CCOCC3)nc12
    ?	0%	-10%	15%	i	?	i	-4.0%	?	-2.0%	0.7%
- CCCC(=O)Nc1cccn(Cc2ccccc2Br)c1=O
    -1%	1%	28%	-2%	i	?	i	2.4%	5%	-0.7%	2.9%
